# ALOX12 inhib = qHTS Assay for Inhibitors of 12-hLO (12-human lipoxygenase); purified 12-hLO, xylenol orange hydroperoxide absorbance; Potency, µM (highest dose often 57.1 µM), for the others: at the highest dose activity change, negative = inhibition, most hits filed as inhibitors; 150,000 tested, 0.12% active; Polyunsaturated fatty acid lipoxygenase ALOX12 (Homo sapiens), P18054; also: potency is read from the fitted curve at half-maximal effect; nearly all actives have a fitted effect of over 55% in size; many of its hits are not listed in these tables
#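 Hydroperoxide formation by human 12-lipoxygenase from 40 uM arachidonic acid was followed colorimetrically via ferric-xylenol orange complex, using the 573/405 nm absorbance ratio. Enzyme concentration was 150 nM, with 30 min reaction at room temperature.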
# PNC inhibitor = High Content Assay for Compounds that inhibit the Assembly of the Perinucleolar Compartment; PC3M PTB-GFP, PNC prevalence imaging, 16 h; stronger effect = lower value; activity change (PNC), negative = inhibition, % at 10 µM; 140,000 tested, 3.1% active; AID 2417, 2010;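 active = readout at or below -70, meaning at least 70% loss of cells showing the perinucleolar compartment, a nuclear body marking cancer cells; inconclusive = readout between -30 and a set limit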;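 also: plate controls were DMSO wells for no effect and camptothecin positive control wells for full effect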
#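 Read-out is percentage of cells bearing a perinucleolar compartment, from automated 20x imaging of fixed, Hoechst-stained PC3M PTB-GFP cells. Cells were seeded 4 h, then exposed 16 h to compound (23 nl of library stock) in duplicate plates.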
# IMPase cell inh = qHTS Assay for Identifying the Cell-Membrane Permeable IMPase Inhibitors; Inositol monophosphatase 1 (Rattus norvegicus), P97697; CHO-M1 cells, IP1 accumulation, HTRF TR-FRET ratio; inhibition (IP1 accumulation), % at 46.1 µM; 120,000 tested, under 10 active; AID 901, 2007; active = well fitted curve in the direction sought with a large enough effect in the signal ratio, not every such curve was filed as active; inconclusive = small, poorly fitted or top-dose-only effect, or a change in a side signal; inactive = no such curve, though single readings can be large or run the other way; the % refers to the signal ratio;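 also: cells stimulated with carbachol in lithium chloride buffer; plate controls were DMSO basal wells for no effect and reference inhibitor wells for full effect; higher means more IMPase inhibition seen as more IP1 and lower FRET ratio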
# Target sequence (P97697 whole entry, looked up): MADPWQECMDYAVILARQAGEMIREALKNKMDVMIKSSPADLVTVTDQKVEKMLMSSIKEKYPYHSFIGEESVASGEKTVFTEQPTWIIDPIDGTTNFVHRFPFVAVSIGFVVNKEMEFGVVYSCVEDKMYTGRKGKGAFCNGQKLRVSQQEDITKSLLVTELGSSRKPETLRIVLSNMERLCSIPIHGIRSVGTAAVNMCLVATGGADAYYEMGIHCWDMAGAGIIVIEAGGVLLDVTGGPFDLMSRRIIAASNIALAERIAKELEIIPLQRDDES
#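 Cellular IMPase inhibition is scored as a rise in cytosolic IP1, detected by competitive TR-FRET between d2-labelled IP1 and a europium anti-IP1 antibody. M1-expressing CHO cells were stimulated with carbachol for 30 min at 37C, with lithium (50 mM LiCl) present in the buffer.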
# 15-hLO-2 inh = qHTS Assay for Inhibitors of 15-hLO-2 (15-human lipoxygenase 2); purified 15hLO-2, xylenol orange hydroperoxide absorbance; Potency, µM (series often up to 57.1 µM), without a hit: at the highest dose activity change, negative = inhibition, most hits filed as inhibitors; 110,000 tested, 0.56% active; also: potency is read from the fitted curve at half-maximal effect; nearly all actives have a fitted effect of over 60% in size; many of its hits are not listed in these tables
# Target sequence (O15296 whole entry, looked up): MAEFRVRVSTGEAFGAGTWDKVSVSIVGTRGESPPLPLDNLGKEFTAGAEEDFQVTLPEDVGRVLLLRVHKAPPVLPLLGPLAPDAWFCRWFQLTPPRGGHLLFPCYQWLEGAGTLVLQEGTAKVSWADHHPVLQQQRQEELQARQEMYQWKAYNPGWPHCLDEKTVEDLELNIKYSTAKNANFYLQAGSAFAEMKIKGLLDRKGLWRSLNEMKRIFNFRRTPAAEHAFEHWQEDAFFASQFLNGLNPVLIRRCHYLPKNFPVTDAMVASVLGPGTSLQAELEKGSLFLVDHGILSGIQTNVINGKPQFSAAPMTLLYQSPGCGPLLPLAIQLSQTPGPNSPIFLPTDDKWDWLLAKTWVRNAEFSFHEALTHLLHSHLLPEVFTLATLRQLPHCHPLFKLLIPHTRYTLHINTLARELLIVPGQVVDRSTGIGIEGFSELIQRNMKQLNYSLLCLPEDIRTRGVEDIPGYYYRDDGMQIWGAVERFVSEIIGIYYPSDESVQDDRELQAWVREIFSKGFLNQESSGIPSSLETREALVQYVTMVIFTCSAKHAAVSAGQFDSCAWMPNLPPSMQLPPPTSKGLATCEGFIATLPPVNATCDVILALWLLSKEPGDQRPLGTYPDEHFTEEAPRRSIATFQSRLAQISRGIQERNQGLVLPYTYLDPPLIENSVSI
#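 Enzyme 50 nM, AA 45 uM, 25 mM Hepes pH 7.5 + 0.01% Triton X-100; cpd preinc 15 min RT, rxn 90 min RT; stop/detect with 200 uM XO + 300 uM Fe(II) in 50 mM H2SO4, 30 min; A573/A405.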
# * marks the source's active call; other numbers are inactive results; ? = inconclusive; . = no result given; & = joins results of further samples; [ ] = another dose, or the depositor's remark. Unless noted, calls follow the shape of the dose curve; as a rule, active = well fitted curve in the direction sought with a large enough effect; inconclusive = small, poorly fitted or top-dose-only effect, or another doubt; inactive = no such curve, though single readings can be large; an effect the other way counts as inactive or inconclusive. Unless noted, % is scaled to controls: 0 for no effect and ±100 for the full control effect. Some of the compounds tested; the hit share may differ from the screen's.
SMILES,ALOX12 inhib,PNC inhibitor,IMPase cell inh,15-hLO-2 inh
Cc1ccc2c(c1)[nH]c1c(N3CCN(Cc4ccccc4)CC3)ncnc12,-4%,-12,2,90%[activator]
O=C(CCn1nc(-c2ccc(Cl)cc2)ccc1=O)NCCCN1CCCCCC1,-13%,18,1,28%
CN(C)C(=O)CSc1nc(SCC(=O)N(C)C)n(-c2ccccc2)n1,-2%,-14,3,5%
CC1=C(C(=O)Nc2ccccc2)C(c2ccncc2)C(C#N)=C(SCC(=O)NC2CC2)N1 (stereo not given),-9%,-11,5,-7%
Cc1ccc(C(=O)c2ccc(N3CCN(C)CC3)c([N+](=O)[O-])c2)cc1,1%,39,.,.
COc1cc(CCC(=O)OCC(=O)Nc2nc(C)c(Cl)cc2Cl)cc(OC)c1OC,1%,-10,-2,4%
COc1ccc(N(CC(O)Cn2c(C)nc3ccccc32)S(=O)(=O)c2ccc(C)cc2)cc1 (stereo not given),3%,-14,.,.
O=C(NCCC1=CCCCC1)C(=O)NCC(c1ccco1)N1CCN(c2ccc(F)cc2)CC1 (stereo not given),0%,6,.,.
Cc1ccc(C)n1CCN1CCN(C(=O)CSc2nc3ccccc3nc2N2CCOCC2)CC1,-4%,34,10,22%
O=C1CCC(=O)c2oc3ccccc3c2N1,0%,-15,-3,-3%
O=C(CC1NCCNC1=O)OCCCc1ccccc1 (stereo not given),1%,3,2,2%
CCCCC(=O)Nc1ccc(NC(=O)c2ccc([N+](=O)[O-])cc2Cl)cc1OC,0%,-2,.,.
C=CCNC(=O)c1onc(CSc2ccc(F)cc2)c1C(=O)NCCOC,-7%,49,-3,-1%
CCOc1ccc(N2CC(C(=O)NCCC3=CCCCC3)CC2=O)cc1 (stereo not given),11%,8,7,4%
COc1cc(/C=N/N=C2\CC3CCC2(C)C3(C)C)ccc1O (stereo not given),-9%,-14,24,15%
COC(=O)c1ccc(C(NC(=O)OCc2ccccc2)/C(I)=C/[C@@H](C)C(=O)NCc2ccc(OC)c(O)c2)cc1 (stereo not given in full),-1%,.,.,-6%
CCOCCCn1c(SCC(=O)Nc2ccc(C(N)=O)cc2)nc2ccccc2c1=O,-8%,?,-6,?
O=C(NCCN1CCCCC1)c1c(O)c2ccccc2[nH]c1=O,-13%,-4,?,13%
Cc1cc(NC(=O)/C=C/c2cccc(Cl)c2)n(-c2nc3ccccc3[nH]2)n1,-1%,45,.,.
CCN(CC)c1ccc(C2C(C(=O)OCCOC)=C(C)NC3=C2C(=O)CCC3)cc1 (stereo not given),-2%,-17,22[1.84 µM],-4%[11.4 µM]

# 3 of the entries above in order of the 15-hLO-2 inh value, largest number first:
SMILES	15-hLO-2 inh
Cc1ccc(C)n1CCN1CCN(C(=O)CSc2nc3ccccc3nc2N2CCOCC2)CC1	22%
COc1cc(/C=N/N=C2\CC3CCC2(C)C3(C)C)ccc1O (stereo not given)	15%
O=C(NCCN1CCCCC1)c1c(O)c2ccccc2[nH]c1=O	13%

# (more compounds)
SMILES,ALOX12 inhib,PNC inhibitor,IMPase cell inh,15-hLO-2 inh
COc1c(Cl)cc(Cl)cc1CNCCNCC(C)O (stereo not given),6%,-6,5,62%[activator]
Cc1ccc(-n2nnnc2SCc2ccccn2)cc1C,-4%,?,0,-7%
COc1ccc(S(=O)(=O)N2CCC(C(N)=O)CC2)c2ccccc12,-1%,24,-1,10%
Clc1ccc(-c2nc3ccccc3n2OCc2ccccc2)cc1,-10%,26,8,15%
Oc1ccc(-c2nc3ncccn3c2Nc2ccc3c(c2)OCO3)cc1,-7%,?,4,-19%
CC(C)CC(c1nnnn1CCc1ccccc1)N1CCC(C(N)=O)CC1 (stereo not given),-2%,-6,1,.
CCC1=C2CC[C@H]3C(=O)N(CC(=O)OC)C(=O)[C@H]3[C@H]2[C@@]2(C)C(=O)N(Cc3ccccc3)C(=O)N2C1=O,1%,.,.,-2%
CC(=O)c1cnc2cc(C)nn2c1C,-6%,9,1,0%
CCc1ccc(C(=O)N2CCN(c3ccc(F)cc3)CC2)s1,-3%,?,5,3%[2.29 µM]
CC(C)NC(=S)N/N=C/c1c[nH]c2ccccc12,-5%,20,.,.
N#CC1=C2C=Cc3ccccc3N2CCCC1=O,-18%,-9,3,-12%
CCOC(=O)c1ccc(Nc2cc(C)nc(C)c2C(=O)OCC)cc1,-6%,?,8,4%
CN(C)c1ccc(/C=C/C(O)=C2/C(=O)N(C)C3(C)CC2c2ccccc2O3)cc1 (stereo not given),6%,-29,-3,-5%
CC1(C)CC(=O)C2=C(C1)NC(=O)CC2c1ccc(F)cc1 (stereo not given),-5%,-17,17,0%
CC(NC(=O)/C=C/c1cnc2ccccc2n1)C12CC3CC(CC(C3)C1)C2 (stereo not given),-6%,11,4,.
O=C(CN1C(=O)C2C3C=CC(C3)C2C1=O)NCc1ccc2c(c1)OCO2 (stereo not given),0%,?,-1,5%
C=CCSCC1Nc2cc(Cl)c(S(N)(=O)=O)cc2S(=O)(=O)N1 (stereo not given),2%,.,.,-4%
COc1ccc(-c2cc(C(F)(F)F)nc(SCCC(=O)NCc3ccccc3)n2)cc1,4%,?,12,-2%
COCCCNC(=O)c1c(N)n(/N=C/c2cccs2)c2nc3ccccc3nc12,2%,?,2,-16%
COCC(=O)Nc1cccc(Br)c1,-4%,12,-8,2%
CCc1ccccc1N(CC(=O)Nc1cccc(N(C)S(C)(=O)=O)c1)S(C)(=O)=O,5%,?,-3,4%
CCc1nnc(N2CCN(c3ncnc4c3oc3ccccc34)CC2)s1,1%,-12,10,5%
CCCCC(=O)Nc1ccc(C(=O)Nc2ccc(S(=O)(=O)Nc3nccc(C)n3)cc2)cc1,0%,54,.,.
Cc1cc(O)c2c(c1)C(=O)c1cc(O)cc(O)c1C2=O,-5%,.,5,-5%
O=C(NCC(=O)N(CC1CCCO1)C1(C(=O)NC2CCCC2)CCCCC1)c1ccccc1 (stereo not given),5%,-13,-2,-2%
Cc1ccc(Nc2nc(N)nc(CSCCO)n2)cc1,-5%,15,-2,-6%
CN1CCN(S(=O)(=O)c2cccc(C(=O)Nc3nc(-c4ccccc4)cs3)c2)CC1,-8%,0,-1,28%
Cc1ccc(CSC2=Nc3ccccc3C3=NC(CC(=O)NCc4ccco4)C(=O)N23)cc1 (stereo not given),-22%,35,14,?
CCC(=O)c1cc2c(C)cc(=O)oc2c(C)c1OC,3%,?,-12,.
O=C(O)c1cc(C2CC2)nc2ccccc12,0%&-2%,78,.,-2%

# Grouped by structure: those above containing a thiophene ring, fused or not (two)
SMILES,ALOX12 inhib,PNC inhibitor,IMPase cell inh,15-hLO-2 inh
CCc1ccc(C(=O)N2CCN(c3ccc(F)cc3)CC2)s1,-3%,?,5,3%[2.29 µM]
COCCCNC(=O)c1c(N)n(/N=C/c2cccs2)c2nc3ccccc3nc12,2%,?,2,-16%

# Whole records, looked up by structure:
# CCc1nnc(N2CCN(c3ncnc4c3oc3ccccc34)CC2)s1 is listed as ALOX12 inhib: 1%; PNC inhibitor: -12; IMPase cell inh: 10; 15-hLO-2 inh: 5%
# Cc1cc(O)c2c(c1)C(=O)c1cc(O)cc(O)c1C2=O is listed as ALOX12 inhib: -5%; PNC inhibitor: .; IMPase cell inh: 5; 15-hLO-2 inh: -5%

# Next part.
SMILES,ALOX12 inhib,PNC inhibitor,IMPase cell inh,15-hLO-2 inh
CC(C)CCN1C(=O)c2ccc(C(=O)NCC3CCCO3)cc2C1=O (stereo not given),-2%,-2,11,-4%
CN1CCN(C(=O)c2cc3nc(-c4ccccc4)cc(-c4ccccc4)n3n2)CC1,4%,35,0,15%
COC(=O)C(O)(NC(=O)NC(C)=O)C(F)(F)F (stereo not given),-5%,?,-3,2%
COc1ccc(C)cc1NC(=O)c1nnn(Cc2cccc(F)c2)c1N,-6%,17,3,-7%
CCC(Oc1ccccc1)C(=O)N1CCC(C(N)=O)CC1 (stereo not given),-1%,?,?,0%
Cc1cc2cc(CN(CCCN3CCOCC3)C(=O)NC3CCCCC3)c(=O)[nH]c2cc1C,-5%,-21,-4,22%
Cc1ccc(O)c(C2=NCCNC(C(F)(F)C(F)F)=C2)c1,5%,13,3,9%
Cc1cc(C)n(-c2nc3c(c(=O)[nH]c(=O)n3C)n2CCc2ccccc2)n1,2%,7,-4,-6%
Cc1ccc(N(C(C)C(=O)O)S(=O)(=O)c2c(C)[nH]c(=O)[nH]c2=O)cc1 (stereo not given),4%,9,2,7%
CCCCc1ccc(C(=O)NC(C(=O)O)C(C)C)cc1 (stereo not given),-3%,-14,2,0%
COC(=O)c1ccc(C(=O)OC)c(NC(=S)N2CCCCC2)c1,0%,24,2,-8%
O=C(CN1CCN(C2CCCCC2)CC1)Nc1ccccc1N1CCCCC1,-8%,-8,7,6%
O=C(Nc1nc(-c2ccc(-c3ccccc3)cc2)cs1)C1=COCCO1,-2%,-12,-20,.
COC(=O)c1cccc(NC(=O)C(C)N2C(=O)c3ccccc3C2=O)c1 (stereo not given),-4%,24,0,-9%
COc1ccc(O)c(-c2[nH]ncc2C(=O)c2ccccc2)c1,-14%,16,5,-5%
CCc1ccc(NC(=O)c2cc(C)on2)cc1,-2%,-22,-2,-1%
COc1cccc(OCC(O)CN2CC(C)CC(C)C2)c1 (stereo not given),1%,?,7,12%
COc1ccc2[nH]c(C)c(CCNC(=S)Nc3cccc(C)c3)c2c1,?,20,.,.
COc1ccc2cc(CN(CC3CCCO3)S(=O)(=O)c3ccccc3)c(=O)[nH]c2c1 (stereo not given),-18%,-28,0,-6%
CS(=O)(=O)N1CCC(C(=O)O)CC1,7%,-20,0,0%
Cc1ccc(C(c2nnnn2CS(=O)(=O)c2ccc(C)cc2)N2CCC(C)CC2)cc1 (stereo not given),5%,55,9,13%
Cc1cc(C)cc(OCC(=O)NCC2CCCO2)c1 (stereo not given),-1%,64,-3,2%
Cc1ccc(CSc2nc3ccccc3c(=O)n2CCCC(=O)NCc2ccco2)cc1,-3%,-10,-4,1%
O=C(Oc1ccccc1C(=O)Nc1ccccc1)c1ccccc1Br,1%,-8,.,.
O=C(CSc1ccc(C(F)(F)F)cc1[N+](=O)[O-])Nc1ccccc1,3%,61,3,1%
CCCc1nc2sc3ccccc3c(=O)c2c(=O)n1CCOC,2%,9,1,.
Cn1cccc1/C=N/NC(=O)c1ccn[nH]1,5%,-119*,-1,.
CCCn1c(O)c(N=Nc2ccc3ccccc3n2)c2ccccc21,-1%,-115*,.,.
CCN1C(=O)CC(NNC(=O)c2ccc(Cl)cc2)C1=O (stereo not given),0%,-28,3,4%
C=CCOc1ccc(/C=N/NC(=O)C(C)Sc2ccccn2)cc1OC (stereo not given),-1%,23,.,.
O=C(/C=C/c1ccc(Cl)cc1Cl)NC(=S)Nc1ccc(CN2CCOCC2)cc1,-5%,-26,.,.
O=C(COc1cccnc1[N+](=O)[O-])N1CCN(S(=O)(=O)c2ccccc2)CC1,20%,21,-3,.
CC1=NOC2(C1)/C(=N/O)CCC/C2=N\O (stereo not given),-2%,?,?,3%
CCN1CCCC1CNC(=O)c1cc2c(C)nc3ccccc3c2o1 (stereo not given),3%,-21,18,30%
Cc1cccc(NC(=O)c2cc(=O)c3ccccc3o2)n1,0%,-3,0,?
O=Cc1cn(CC(=O)NCC2CCCO2)c2ccccc12 (stereo not given),7%,-10,0,.
CCC(=O)N/N=C(\C)CC(=O)Nc1ccc(Cl)cc1,-1%,38,.,.
O=S(=O)(c1ccc(C2CCCCC2)cc1)N1CCOCC1,-2%,3,.,.
CCCCC(=O)Nc1nn(C)c2nc3c(C)cccc3cc12,0%,9,0,-8%
